TLR9-MyD88 inh: inhibitors of TLR9-MyD88 association in cells, primary screen, cell-based, CHO, BLA complementation, fluorescence. Toll-like receptor 9 (Homo sapiens) + Myeloid differentiation primary response protein …. inhibition, % at 4.98 µM. 0.21% of 340,000 active. CCF4 FRET ratio;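 active means inhibition above the mean over all tested compounds plus 3 SD, cut at about 21% in these data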;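 further: 0% = DMSO only wells and 100% = clavulanate BLA inhibitor control wells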
LRH-1 inv ag: LRH-1 (NR5A2) inverse agonists, primary screen, cell-based, luminescence, HEK293T, StAR-luciferase reporter; inhibition, % at 3.6 µM; 0.13% of 360,000 active; Nuclear receptor subfamily 5 group A member 2 (Homo sapiens), O00482; LRH-1 transfected, 24 h;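 active means inhibition above the mean inhibition of all tested compounds plus 3 SD, cut at about 73% in these data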;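 further: 0% = DMSO wells and 100% = reporter-only cells lacking LRH-1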
TWEAK-Fn14 inh: inhibitors of TWEAK-Fn14 signaling, primary screen, luciferase reporter cells, uHTS; TWEAK-stimulated Fn14 reporter cells, luciferase luminescence, 8 h; inhibition, % at 10 µM; 2% of 360,000 active; AID 1159606, 2016; in the data active means inhibition above about 50%
SRC3 inh: SRC3 coactivator transcriptional activity inhibitors, primary screen, cell-based, luminescence; AID 588352, 2011; HEK293 GAL4-SRC3 luciferase reporter; 0.17% of 360,000 active; inhibition, % at 3.6 µM;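 active means inhibition above a per-campaign cutoff, the mean of all compounds plus 3 SD, cut at about 60% in these data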;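 further: 0% = DMSO-treated cells and 100% = gossypol-treated cells at 36 µM; higher means less SRC3-driven luciferase light from the GAL4 reporter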
Target sequence (Q9Y6Q9 whole entry, looked up, the tested form may be a part): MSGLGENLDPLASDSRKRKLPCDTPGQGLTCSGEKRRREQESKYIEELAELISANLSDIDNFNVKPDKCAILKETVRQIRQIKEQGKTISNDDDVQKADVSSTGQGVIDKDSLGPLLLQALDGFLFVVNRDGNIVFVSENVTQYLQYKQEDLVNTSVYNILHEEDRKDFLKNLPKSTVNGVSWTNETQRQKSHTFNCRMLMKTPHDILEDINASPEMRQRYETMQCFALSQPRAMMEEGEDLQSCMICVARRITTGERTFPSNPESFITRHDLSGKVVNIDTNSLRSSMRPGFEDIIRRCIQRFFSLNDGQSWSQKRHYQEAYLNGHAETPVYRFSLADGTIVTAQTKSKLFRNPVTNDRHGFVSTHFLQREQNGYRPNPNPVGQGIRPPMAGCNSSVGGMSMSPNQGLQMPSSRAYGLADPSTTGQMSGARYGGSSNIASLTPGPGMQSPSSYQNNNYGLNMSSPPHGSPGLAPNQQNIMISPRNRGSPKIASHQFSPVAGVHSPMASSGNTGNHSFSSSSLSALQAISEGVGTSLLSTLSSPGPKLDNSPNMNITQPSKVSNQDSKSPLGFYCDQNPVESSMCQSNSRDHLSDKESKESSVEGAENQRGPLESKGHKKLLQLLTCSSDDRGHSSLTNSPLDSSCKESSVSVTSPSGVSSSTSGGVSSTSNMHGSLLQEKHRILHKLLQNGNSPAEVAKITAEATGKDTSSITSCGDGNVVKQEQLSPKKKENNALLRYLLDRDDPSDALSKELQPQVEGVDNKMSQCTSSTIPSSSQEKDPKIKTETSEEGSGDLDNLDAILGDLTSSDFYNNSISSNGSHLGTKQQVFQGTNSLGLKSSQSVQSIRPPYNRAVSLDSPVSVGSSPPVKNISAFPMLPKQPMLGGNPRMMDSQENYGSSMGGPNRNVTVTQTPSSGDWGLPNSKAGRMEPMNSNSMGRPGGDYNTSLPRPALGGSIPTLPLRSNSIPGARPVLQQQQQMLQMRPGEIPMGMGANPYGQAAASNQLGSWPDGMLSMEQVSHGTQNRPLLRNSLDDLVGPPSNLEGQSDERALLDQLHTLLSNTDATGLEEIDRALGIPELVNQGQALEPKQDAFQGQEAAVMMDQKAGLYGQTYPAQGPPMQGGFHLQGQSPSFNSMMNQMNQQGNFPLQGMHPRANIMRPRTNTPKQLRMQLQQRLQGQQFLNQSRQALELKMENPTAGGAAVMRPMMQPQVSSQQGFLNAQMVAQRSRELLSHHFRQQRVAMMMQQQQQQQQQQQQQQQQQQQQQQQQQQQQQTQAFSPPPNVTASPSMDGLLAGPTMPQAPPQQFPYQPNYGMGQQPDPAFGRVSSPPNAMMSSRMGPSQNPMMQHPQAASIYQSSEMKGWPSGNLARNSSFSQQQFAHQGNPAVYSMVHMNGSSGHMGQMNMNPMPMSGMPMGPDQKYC
SRC2 inh: inhibition of GAL4-SRC2 driven luciferase reporter, primary screen, SRC2 inhibitor project, cell-based, luminescence; HEK293 GAL4-SRC2 luciferase reporter; inhibition, % at 9 µM; AID 651957, 2012; 0.17% of 370,000 active;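 active means inhibition above the mean inhibition of all tested compounds plus 3 SD, set per campaign, cut at about 52% in these data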;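 further: 0% = DMSO treated cells and 100% = cells given Gossypol at 36 µM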
ABHD5-PLIN5 inh: ABHD5-PLIN5 interaction inhibitors, primary screen, cell lysate, split luciferase complementation, luminescence | inhibition, % at 4 µM | Perilipin-5 (Homo sapiens) + 1-acylglycerol-3-phosphate O-acyltransferase ABHD5 (Homo … | 0.78% of 360,000 active | Split G. princeps luciferase complementation, 4 h;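 active means inhibition above the mean inhibition across every tested compound plus 3 SD, cut at about 22% in these data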;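 further: 0% = DMSO only wells and the 100% control is not disclosed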
COUP-TFII inh: NR2F2 transcriptional activity inhibitors, primary screen, cell-based, luciferase reporter, HEK293T, luminescence. 0.7% of 370,000 active. inhibition, % at 8.6 µM. HEK293T NGFI-A luciferase reporter. COUP transcription factor 2 (Homo sapiens), P24468;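 active means inhibition above a per-plate cutoff, mean inhibition of test wells between control levels plus 3 SD, cut at about 38% in these data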;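 further: cells cotransfected with COUP-TFII expression vector driving the NGFI-A reporter; 0% = median of COUP-TF2 test wells and 100% = reporter-only cells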
Exocytosis inh: LAMP-1 surface exposure blockers, TALL-104 cells – cell-based, flow cytometry, MLPCN library, primary screen; AID 651702, 2012; 0.66% of 360,000 active; inhibition, % at 10 µM; TALL-104 LAMP-1 surface exposure; cells stimulated with thapsigargin and PMA;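 active means inhibition above about 55%, limit read from the data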
TROY signal inh: inhibitors of TROY-driven NF-kB signaling, primary screen, Q293 LMP1-TROYcd cells, NF-kB luciferase, uHTS; 0.98% of 360,000 active; Q293 LMP1-TROYcd NF-kB luciferase reporter, 4 h; inhibition, % at 10 µM;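 active means compounds whose plate-normalised and pattern-corrected inhibition of the luciferase reporter signal at the single screening dose is 50% or more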
SRC1 inh: SRC1 coactivator transcriptional activity inhibitors, primary screen, cell-based, luminescence; 0.12% of 360,000 active; inhibition, % at 3.6 µM; AID 588354, 2011; Nuclear receptor coactivator 1 (Homo sapiens), Q15788; HEK293 GAL4-SRC1 luciferase reporter;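 active means inhibition above the campaign mean plus 3 SD, with each screening campaign given its own cutoff, cut at about 60% in these data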;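 further: 0% = DMSO treated cells and 100% = gossypol at 36 µM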
NOD2-RIPK2 inh: NOD2-RIPK2 binding disruptors in cells, primary screen, fluorescence, CHO cells, BLA complementation; 0.38% of 360,000 active; CCF4 ratio; inhibition, % at 4.98 µM; Receptor-interacting serine/threonine-protein kinase 2 (Homo sapiens), O43353; AID 624267, 2012; in the data active means inhibition above about 21%;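 further: 0% = vehicle only and 100% = reference blocker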
The depositor's hits bear a star; · = no result given. This is a subset; the hit share may differ from the screen's.

SMILES	TLR9-MyD88 inh	LRH-1 inv ag	TWEAK-Fn14 inh	SRC3 inh	SRC2 inh	ABHD5-PLIN5 inh	COUP-TFII inh	Exocytosis inh	TROY signal inh	SRC1 inh	NOD2-RIPK2 inh
COc1ccc(N(CC(=O)Nc2cc(C)ccc2C)S(=O)(=O)c2c(C)noc2C)cc1	-3	-2	16	10	-12	0	12	-1	-8	-1	11
Cc1cnc(C(=O)NNC(=O)c2ccc(Br)cc2)cn1	6	15	-3	-10	-20	-12	-7	-2	-1	-1	-20
CCOC(=O)/C=C/C(=O)OCC(=O)Nc1c(Cl)cccc1Cl	4	-3	14	-12	-12	-3	-3	-4	-3	-15	-8
O=c1[nH]cc(F)c(=O)[nH]1	9	10	0	49	9	-2	2	1	-3	25	6
O=C(NNC(=S)Nc1ccc(Cl)cc1Cl)c1ccc(N2CCOCC2)c([N+](=O)[O-])c1	-4	-1	-28	13	-2	1	-8	9	25	-3	-4
COC(=O)N1C(=O)[C@@](c2ccccc2)(C2CCCCC2)N1C(=O)OC	-1	7	73*	3	13	6	-11	0	49	-16	-4
CCC1(c2ccc(Cl)cc2)NC(=O)N(Cc2ccc(C(=O)OC)cc2)C1=O (stereo unspecified)	-4	-3	13	16	9	2	21	-1	21	-1	-5
COc1ccc(NC(=O)CC2Sc3ncnn3C2=O)cc1 (stereo unspecified)	-4	-3	-3	-9	8	10	17	3	6	2	-16
Cc1nn(C(=O)CCC(=O)NCc2ccccc2Cl)c2ccccc12	-3	2	1	20	2	-3	16	-2	7	16	-4
Cc1nccn1S(=O)(=O)c1ccc(Br)cc1Br	1	-11	-12	23	-7	3	5	-1	-10	13	-3
COC(=O)C1=C(C)N(CCCC(=O)O)C(=O)NC1c1ccc(C#N)cc1 (stereo unspecified)	-8	9	4	-1	-3	9	-11	12	20	-8	-3
O=C(Nc1ccc(Cl)cn1)c1cccc(S(=O)(=O)N2CCCCCC2)c1	-10	-3	16	-9	2	-1	16	6	17	-1	5
O=C(Nc1ccncc1)c1ccc(Cl)cc1	9	-4	-9	7	-5	-2	-3	-3	9	10	-9
OCC1(CCOc2ccccc2)CCN(Cc2ccccc2OC(F)F)CC1	-10	14	-37	10	-2	-1	-4	12	1	8	-1
C=CCOC(=O)c1cn(CC)c2nc(C)ccc2c1=O	5	-7	10	10	-15	-1	-2	2	20	2	-12
O=C(Nc1nc(-c2ccccc2)cs1)c1ccc(=O)[nH]c1	-1	-6	13	-19	-28	5	-29	-3	-7	-7	-5
Cc1cc(CNC(=O)c2ccc3oc(C(C)C)nc3c2)nn1C	2	0	0	-6	9	-3	2	-2	21	0	5
Cc1ccc(C)c(NC(=S)Nc2ncccc2C)c1	1	-60	-14	-35	-70	-2	-4	-1	-37	-35	-8
CCn1c(Cc2ccccc2)n[nH]c1=S	5	-1	-19	11	-1	-3	4	-4	-5	0	-1
Cn1c(SCC(=O)O)nnc1-c1ccc(NC(=O)c2ccc(Cl)c(Cl)c2)cc1	-7	3	7	11	3	3	8	8	-5	-3	1
CC(=O)c1ccc(N2CCN(C(=O)c3cn(Cc4ccccc4)nc3-c3cccnc3)CC2)c(F)c1	-10	0	7	6	2	1	6	1	-6	-1	8
N#Cc1ccc(OC(=O)c2cnccn2)cc1	6	15	47	1	17	3	6	20	-12	-3	-19
Cc1cnn(CCC(=O)NNC(=S)NCC(C)C)c1	11	-4	5	5	17	-1	20	9	13	-24	-2
CC1CN(S(=O)(=O)c2ccc(C(=O)N(CCCN(C)C)c3nc4c(Cl)cccc4s3)cc2)CC(C)O1 (stereo unspecified)	-1	16	2	10	-20	1	15	4	-15	-32	3
CCCCn1c(N)c(N(CC(C)C)C(=O)CSc2n[nH]c(-c3ccc(C)cc3)n2)c(=O)[nH]c1=O	-4	7	-2	4	1	-4	10	-23	-3	-2	-4

Remaining list, next part
SMILES	TLR9-MyD88 inh	LRH-1 inv ag	TWEAK-Fn14 inh	SRC3 inh	SRC2 inh	ABHD5-PLIN5 inh	COUP-TFII inh	Exocytosis inh	TROY signal inh	SRC1 inh	NOD2-RIPK2 inh
N#CC(C#N)=C(N)CSc1cccc[n+]1[O-]	3	7	-12	22	-9	-2	13	1	9	-2	5
CC1(C(=O)Nc2ccc3c(c2)OCCO3)CCC(=O)N1CCc1c[nH]c2ccccc12 (stereo unspecified)	·	16	-15	18	-32	2	15	3	-1	-15	-4
CCCCCNC(=O)c1cccc(S(=O)(=O)N2CC3(C)CC2CC(C)(C)C3)c1 (stereo unspecified)	-3	2	12	14	6	-2	14	4	27	-17	1
CN(C)c1cccc(CNC(=O)c2ccc3nc([C@@H]4O[C@H](CO)[C@H](O)[C@H](O)[C@H]4O)[nH]c3c2)c1	·	-7	15	0	1	2	-12	0	2	2	7
COc1cc2[nH]c(=O)n(Cc3ccc(C(=O)N4CCC(N5CCCCC5)CC4)cc3)c(=O)c2cc1OC	-6	0	-16	-30	·	1	·	-3	0	17	-33
Cc1ccc(-c2csc(NCCn3c(C)nc4cc(C(F)(F)F)ccc43)n2)cc1	7	10	11	0	-11	-1	1	-4	0	-4	-16
O=C(Nc1ccc(SC(F)F)cc1)c1cc(-c2ccncc2)nc2ccccc12	-9	23	6	-14	6	-14	-1	5	22	-6	11
Cc1cc(C)n2c(Nc3ccc4c(c3)OCCO4)c(C3CC3)nc2n1	·	22	-16	·	-13	2	-14	1	-39	·	-5
Fc1ccccc1CSc1ncnc2c1ncn2C1CCCO1 (stereo unspecified)	-6	-180	-48	-206	-97	12	-88	-3	-39	-141	9
C/C(=N\NC(=S)NC(C)C)c1ccc(C(C)(C)C)cc1	0	-3	4	6	-16	-8	-3	-1	-5	-14	5
CN[C@H](C(=O)NC[C@H]1O[C@@H](n2cnc3c(N)ncnc32)[C@H](O)[C@@H]1O)[C@@H](C)OCc1ccccc1	-12	4	9	0	8	-2	6	-1	-2	-26	-6
CC1(C)CC(=O)c2c(nc3ccccc3c2N)C1	-12	16	17	-1	-5	-1	3	-1	·	0	4
O=C1OCCN1C(=O)[C@H]1[C@H](c2ccc(F)cc2)C(c2ccc(F)cc2)=NN1c1ccccc1	3	3	-8	1	5	-12	-10	-2	16	-9	-7
Cc1c(C(=O)N2CCN(c3ccc(F)cc3)CC2)sc2nc3n(c(=O)c12)CCC3	8	-13	-16	-2	12	2	13	-7	12	2	6
CCOc1cc(N2CCOCC2)c(OCC)cc1NC(=O)c1cccc(N(C)C)c1	4	5	-37	-3	-26	-9	-3	-1	-33	-15	-1
CSc1ccccc1NC(=S)NCc1ccc(Cl)cc1	-2	-9	-21	-6	-26	-5	-6	-4	-51	-8	2
COc1ccccc1C(=O)NN=C1CCN(Cc2ccccc2)CC1	5	-26	-14	-4	-23	-3	0	-3	-21	-4	-1
CC1(C(=O)NS(=O)(=O)C2CC2)CCCN(C(=O)c2cc3ccccc3s2)C1 (stereo unspecified)	·	12	-20	2	-22	5	3	-1	-9	8	-10
CCOC(=O)C1CCCN(C(=O)Cn2nc(CC)n3c(cc4sccc43)c2=O)C1 (stereo unspecified)	4	7	6	-8	-4	-4	0	7	-12	7	4
Cc1sc2nc(SCC(N)=O)n(C)c(=O)c2c1C	13	-8	-34	-27	-27	0	9	-2	-72	-39	-4
CC1(c2nnnn2Cc2ccccc2)CCC(=O)N1Cc1cccc(C(F)(F)F)c1 (stereo unspecified)	·	-10	10	·	-20	6	1	-3	7	·	2
COC(=O)c1cn(NC(=O)c2cccnc2)c(=O)c2ccccc12	11	6	-7	14	-3	-3	-1	-2	7	-23	7
O=C1CN(C(=O)NCC(=O)N[C@@H](C(=O)O)c2ccccc2)c2ccccc2N1	4	-4	8	0	-2	10	-18	-4	-4	7	-12
NC(=S)c1cnn2c(-c3cccc(C(F)(F)F)c3)ccnc12	1	6	11	16	-6	9	5	10	-7	-33	7
CCOc1cc2[nH]c(=O)n(CCCC(=O)NCc3ccc(OC)cc3)c(=O)c2cc1OCC	-9	21	6	-3	-2	-1	10	1	14	-14	3

Structural class: the compounds so far with an NH in an aromatic ring.
SMILES	TLR9-MyD88 inh	LRH-1 inv ag	TWEAK-Fn14 inh	SRC3 inh	SRC2 inh	ABHD5-PLIN5 inh	COUP-TFII inh	Exocytosis inh	TROY signal inh	SRC1 inh	NOD2-RIPK2 inh
O=c1[nH]cc(F)c(=O)[nH]1	9	10	0	49	9	-2	2	1	-3	25	6
O=C(Nc1nc(-c2ccccc2)cs1)c1ccc(=O)[nH]c1	-1	-6	13	-19	-28	5	-29	-3	-7	-7	-5
CCn1c(Cc2ccccc2)n[nH]c1=S	5	-1	-19	11	-1	-3	4	-4	-5	0	-1
CCCCn1c(N)c(N(CC(C)C)C(=O)CSc2n[nH]c(-c3ccc(C)cc3)n2)c(=O)[nH]c1=O	-4	7	-2	4	1	-4	10	-23	-3	-2	-4
CC1(C(=O)Nc2ccc3c(c2)OCCO3)CCC(=O)N1CCc1c[nH]c2ccccc12 (stereo unspecified)	·	16	-15	18	-32	2	15	3	-1	-15	-4
CN(C)c1cccc(CNC(=O)c2ccc3nc([C@@H]4O[C@H](CO)[C@H](O)[C@H](O)[C@H]4O)[nH]c3c2)c1	·	-7	15	0	1	2	-12	0	2	2	7
COc1cc2[nH]c(=O)n(Cc3ccc(C(=O)N4CCC(N5CCCCC5)CC4)cc3)c(=O)c2cc1OC	-6	0	-16	-30	·	1	·	-3	0	17	-33
CCOc1cc2[nH]c(=O)n(CCCC(=O)NCc3ccc(OC)cc3)c(=O)c2cc1OCC	-9	21	6	-3	-2	-1	10	1	14	-14	3

Entries of single compounds, quoted from the list. Values in the order: TLR9-MyD88 inh	LRH-1 inv ag	TWEAK-Fn14 inh	SRC3 inh	SRC2 inh	ABHD5-PLIN5 inh	COUP-TFII inh	Exocytosis inh	TROY signal inh	SRC1 inh	NOD2-RIPK2 inh
CN[C@H](C(=O)NC[C@H]1O[C@@H](n2cnc3c(N)ncnc32)[C@H](O)[C@@H]1O)[C@@H](C)OCc1ccccc1 is listed with -12	4	9	0	8	-2	6	-1	-2	-26	-6
CCOc1cc(N2CCOCC2)c(OCC)cc1NC(=O)c1cccc(N(C)C)c1 is listed with 4	5	-37	-3	-26	-9	-3	-1	-33	-15	-1

Source: PubChem BioAssay (several laboratories)
